# SW480 rerep: induces DNA re-replication in SW480 colon adenocarcinoma cells. SW480 DNA re-replication, Hoechst DNA content imaging, 48 h. Potency, µM (series often up to 46.1 µM), for inactives: at the highest dose re-replication activation, most hits filed as activators. 340,000 compounds, 1.8% hits. AID 624297; also: potency is read from the fitted curve at half-maximal effect; % of control where 0% means no effect; nearly all actives have a fitted effect of over 55% in size
#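 DNA re-replication was detected as more nuclei of elevated Hoechst intensity after 48 hr exposure to compound (23 nL pinned per well of 250 cells).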
# MCF10A rereplic: DNA re-replication induction in MCF 10a cells; MCF 10A DNA re-replication, Hoechst nuclear intensity, 48 h; Potency, µM (doses to about 46.1 µM), inactives show top-dose activity, positive = re-replication, usual class: activators; 350,000 compounds, 2.9% hits; also: potency is read from the fitted curve at half-maximal effect; % of control where 0% means no effect; nearly all actives have a fitted effect of over 50% in size
# HT1080 IDH1KD tx: kills HT-1080 cells with IDH1 knockdown. HT-1080 IDH1 knockdown viability, ATP luminescence, 48 h. Potency, µM (titrated, usually from 46.1 µM), for the others: at the top dose activity, negative = toxicity, usual class: cytotoxic. 360,000 compounds, 2% hits. AID 686971;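 also: potency is read from the fitted curve at half-maximal effect; 0% = DMSO wells and -100% = cell-free medium wells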
#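 HT-1080-IDH1KD cells (IDH1 knocked down), 750/well in RPMI with 5% FBS, treated with compound 48 h at 37 degrees C. Viability by CellTiter-Glo luminescence, normalised to DMSO and no-cell wells; concentration-response curves classed.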
# ATXN viability: reduces viability in counter-screen for ATXN expression inhibitors; Potency, µM (top dose mostly 56.7 µM), most hits filed as cytotoxic; S2 cells (HEK-293 line with an ATXN2-luciferase reporter) viability, CellTiter-Fluor protease fluorescence, 24 h; 400,000 compounds, 0.49% hits; also: potency is read from the fitted curve at half-maximal effect; nearly all actives have a fitted effect of over 40% in size
# KB-V1 cytotox: kills drug-selected multidrug resistant KB-V1 cells. KB-V1 MDR cells viability, CellTiter-Glo, 72 h. Potency, µM (top dose mostly 46.1 µM), without a hit: top-dose activity change, negative = cytotoxicity, usual class: cytotoxic. 400,000 compounds, 3.4% hits; also: potency is read from the fitted curve at half-maximal effect; % is scaled to controls: 0 for no effect and ±100 for the full control effect; nearly all actives have a fitted effect of over 60% in size
#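 Following 72 h at 37 degrees C with compound, KB-V1 cell viability was read by CellTiter-Glo luminescence, medium being phenol-red-free DMEM plus 10% FBS; concentration-response parameters came from normalized, curve-fitted qHTS data.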
# ATXN2 expr inh: reduces ATXN2 reporter expression in HEK-293 cells; HEK-293 ATXN2-luciferase reporter, luminescence, 24 h; Potency, µM (top dose mostly 57 µM), without a hit: at the top dose activity change, negative = inhibition, usual class: inhibitors; 360,000 compounds, 0.72% hits; AID 1745845; also: potency is read from the fitted curve at half-maximal effect; % is scaled to controls: 0 for no effect and ±100 for the full control effect; nearly all actives have a fitted effect of over 55% in size
#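 qHTS (up to 57 uM final) was run with 24 h compound exposure of reporter cells at 37 °C. Each well was multiplexed: SteadyGlo luminescence measured ATXN2-luciferase expression after a fluorogenic Gly-Phe-AFC viability readout (25 uM final).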
# IL-1B inflam inh: inflammasome signaling inhibition, IL-1 beta readout; THP-1 LPS/ATP IL-1B secretion, AlphaLISA, 16 h; stronger effect = lower value; 360,000 compounds, 4.7% hits; activity change, % at 57.5 µM; in the data active = activity change below about -50%; inconclusive = mostly about -30% to -49%; also: % is scaled to controls: 0 for no effect and ±100 for the full control effect
#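 THP-1 cells pretreated 1 hr with compounds (up to 57.5 uM final), then stimulated with LPS (250 ng/mL final) plus ATP (1.25 mM final); secreted IL-1B measured by AlphaLISA after 16 hr, decreased signal indicating inhibition.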
# HT1080NT lethal: kills 2HG-producing HT-1080-NT fibrosarcoma cells. HT-1080-NT fibrosarcoma viability, CellTiter-Glo ATP luminescence, 48 h. Potency, µM (top dose mostly 46.1 µM), for inactives: top-dose activity, negative = less viability, actives largely listed as cytotoxic. 360,000 compounds, 1.6% hits. AID 686970;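 also: NT is the 2HG producing partner of a matched IDH1 knockdown line; potency is read from the fitted curve at half-maximal effect; 0% = DMSO-treated cells and -100% = media-only wells without cells; nearly all actives have a fitted effect of over 55% in size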
#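 750 cells/well, RPMI + 5% FBS; 2 h settle, compound pin-transfer, 48 h at 37 degrees C. CellTiter-Glo 10 min RT, luminescence. Normalized to DMSO and media-only wells.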
# KB-3-1 tox: KB-3-1 parental cell cytotoxicity; Potency, µM (titrated, usually from 46.1 µM), for the others: at the highest dose activity change, negative = cytotoxic, hits mostly cytotoxic; KB-3-1 viability, CellTiter-Glo ATP luminescence, 72 h; AID 1347075; 400,000 compounds, 1.4% hits; also: potency is read from the fitted curve at half-maximal effect; % is scaled to controls: 0 for no effect and ±100 for the full control effect; nearly all actives have a fitted effect of over 60% in size
#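 72 h, 37 °C compound treatment of KB-3-1 parental cells; CellTiter-Glo added, 10 min, luminescence read. Data corrected against DMSO-only plates and normalized before curve fitting.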
# Starred values were filed as active, the others as inactive; i = inactive; ? = inconclusive; . = no result given; [ ] = dose if it differs, or a comment. Unless noted, calls follow the shape of the dose curve; as a rule, active = well fitted curve in the direction sought with a large enough effect; inconclusive = small, poorly fitted or top-dose-only effect, or another doubt; inactive = no such curve, though single readings can be large; an effect the other way counts as inactive or inconclusive.
# Order of results: SW480 rerep	MCF10A rereplic	HT1080 IDH1KD tx	ATXN viability	KB-V1 cytotox	ATXN2 expr inh	IL-1B inflam inh	HT1080NT lethal	KB-3-1 tox
CC1(C)Cc2c(sc3nc(N/N=C/c4ccccc4)[nH]c(=O)c23)CO1
→ 0%	13%	12%	i	?	-18%	-14	2%	?
CCOc1ccc(C(CC(=O)O)NC(=O)C(Sc2ccccc2)c2ccccc2)cc1 (configuration not stated)
→ -101%[inhibitor]	-19%	-11%	i	0%	1%	21	-21%	7%
CCNC(=O)C1(C)CCCN1C(=O)c1ccc2c(c1)OCO2 (configuration not stated)
→ .	.	7%	i	-2%	7%	0	21%	0%
C=CCn1cnnc1SCC(=O)N(C1CCCCC1)C1CCS(=O)(=O)C1 (configuration not stated)
→ -5%	-1%	20%	i	0%	5%	1	7%	5%
O=C(Nc1ccc2c(c1)OCCO2)C1CCN(C(=O)c2ccc(Br)cc2)CC1
→ -3%	-3%	5%	i	-26%	7%	-8	8%	-3%
O=C(Nc1cccc([N+](=O)[O-])c1)N1CCc2ccccc2C1
→ -22%	11%	7%	i	-11%	27%	-20	8%	3%
COc1ccc(S(=O)(=O)N2CCCC(C(=O)N3CCOCC3)C2)cc1Cl (configuration not stated)
→ -18%	-3%	0%	i	14%	-10%	-16	3%	-19%
Cc1c(NC(=O)CN2C(=O)NC3(CCCC3)C2=O)c(=O)n(-c2ccccc2)n1C
→ -2%	-1%	12%	i	1%	-10%	-3	1%	-2%
CCCN=C1N(C)C[C@@H]2[C@@H]3C(=O)N(C)C(=O)[C@@H]3[C@](Cc3ccccc3)(C(=O)OC)N12
→ -43%[inhibitor][9.22 µM]	27%	10%	i	-2%	7%	7	15%	4%
O=C(CNCc1ccccn1)N1CCc2ccccc2C1
→ -7%	-3%	?	i	-12%	25%	4	10%	1%
CCN(CC)S(=O)(=O)c1ccc(C)c(NC(=O)CN(C)C)c1
→ 11%	-2%	0%	i	-6%	-11%[11.3 µM]	-15	-2%	0%
COc1ccc(CN(C(=O)c2snc(C(N)=O)c2N)C(C(=O)NC2CCCC2)c2ccc(OC)cc2)cc1 (configuration not stated)
→ 8%	-1%	3%	i	?	-20%	-25	4%	-10%
Brc1ccc(C2=Nn3c(nnc3-c3cccnc3)SC2)s1
→ -18%[9.22 µM]	-1%	3%	i	-8%	-3%	14	3%	?
CC1(C)CC(=O)C=C(c2cc3ccccc3s2)C1
→ 0%	24%	10%	i	0%	31%[activator]	-11	16%	14%
O=C(C1CCN(S(=O)(=O)N2CCOCC2)CC1)N1CCN(Cc2ccc3c(c2)OCO3)CC1
→ -4%[9.22 µM]	?	0%	i	-6%	-6%	-6	4%	0%
Cc1onc(-c2ccccc2Cl)c1C(=O)NCc1nnnn1-c1ccc(F)cc1
→ 0%	2%	-3%	i	-2%	-9%	2	-3%	11%
Cc1ccc(S(=O)(=O)N2CCOCC2)cc1NC(=O)COC(=O)CCC(=O)c1ccc(F)cc1
→ -3%	-1%	0%	i	0%	5%	4	4%	0%
CC(=O)N1c2ccc(S(=O)(=O)N3CCC(C(=O)NCc4ccccc4Cl)CC3)cc2CC1C (configuration not stated)
→ 2%	-4%	0%	i	0%	.	-6	2%	-1%
COc1ccc(-c2csc(NC(=O)CN3C(=O)NC4(CCCC4)C3=O)n2)c(OC)c1
→ -4%	0%	21%	i	-6%	5%	?	14%	?
COc1cccc(/C=N/N2CCN(c3ccc(Cl)cc3)CC2)c1OC
→ -12%	?	4%	i	-3%	-18%	-29	9%	7%

# Entries above that have a thiophene ring, fused or not, in the order listed:
# Order of results: SW480 rerep	MCF10A rereplic	HT1080 IDH1KD tx	ATXN viability	KB-V1 cytotox	ATXN2 expr inh	IL-1B inflam inh	HT1080NT lethal	KB-3-1 tox
CC1(C)Cc2c(sc3nc(N/N=C/c4ccccc4)[nH]c(=O)c23)CO1
→ 0%	13%	12%	i	?	-18%	-14	2%	?
Brc1ccc(C2=Nn3c(nnc3-c3cccnc3)SC2)s1
→ -18%[9.22 µM]	-1%	3%	i	-8%	-3%	14	3%	?
CC1(C)CC(=O)C=C(c2cc3ccccc3s2)C1
→ 0%	24%	10%	i	0%	31%[activator]	-11	16%	14%

# (further entries)
# Order of results: SW480 rerep	MCF10A rereplic	HT1080 IDH1KD tx	ATXN viability	KB-V1 cytotox	ATXN2 expr inh	IL-1B inflam inh	HT1080NT lethal	KB-3-1 tox
CC(=O)CSc1nc2cc3c(cc2cc1C#N)OCCO3
→ 2%	14%	6%	i	-4%	-3%	-3	18%	2%
CC1CCN(C(=O)COC(=O)CCC(=O)c2ccc(Cl)cc2)CC1
→ -29%	7%	2%	i	-1%	3%	17	9%	1%
Cc1ccc(C(=O)Nc2c3c(nn2C(C)(C)C)CS(=O)(=O)C3)cc1C
→ -12%	-1%	-3%	i	-17%	-2%	-12	-3%	-25%
O=C(NCCS(=O)(=O)NCc1ccc(F)cc1)c1ccccc1
→ 1%	-2%	-2%	i	-12%	-1%	-6	-2%	-1%
CCOc1ccc2nc(C)cc(Nc3ccc4c(c3)OCCO4)c2c1
→ ?	25%	?	?	?	?	-100*	?	?
COc1ccc(C)c2sc(N(CCN(C)C)C(=O)/C=C/c3cccs3)nc12
→ 6%	4%	?	?	?	?	-71*	21µM*	?
COc1ccc(/C=C2\SC(=S)N(C(C)C(=O)NC3C=CS(=O)(=O)C3)C2=O)cc1 (configuration not stated)
→ ?	?	-18%	i	0%	24%	-61*	5%	-3%
C/C(=C\C(=O)c1ccc(F)cc1)Nc1ccc(N2CCOCC2)cc1
→ 0%	0%	2%	?	21µM*	-10%	-25	-3%	-7%
CC1CCCCN1CCCNC(=O)CCCN1C(=O)c2cccnc2Sc2ccccc21 (configuration not stated)
→ -6%	1%	1%	i	?	4%	-1	16%	8%
CC1CCN(C(=O)CCc2ccc(S(=O)(=O)NC(C)(C)C)cc2)CC1
→ 0%	-26%	?	i	?	0%	23	9%	-5%
CNc1nc2c(C)cccn2c(=O)c1C=Nc1ccc(OC)cc1
→ 11%	-3%	?	i	13%	.	?	-26%	0%
CCOc1cc(/C=C2\SC(=NC)N(C)C2=O)cc(Cl)c1OC(C)=O
→ ?	?	-11%	i	11%	-29%	3	-4%	1%
N#Cc1ccc(-c2ccc(F)cc2)nc1Oc1ccc(F)cc1
→ 2%	-181%[0.0737 µM]	-13%	?	17%	?	15	0%	0%
O=C(COC(=O)c1ccccc1F)NC1CCCC1
→ 0%	-9%	17%	i	?	-10%	7	18%	15%
CC(/C=N/n1c(COc2ccccc2)n[nH]c1=S)=C\c1ccccc1
→ -19%	?	-9%	.	-10%	.	-7	-19%	21%
COc1cccc(-c2nc(Cc3ccc(OC)c(OC)c3)no2)c1
→ -5%	-2%	-4%	i	?	11%	-20	-23%	1%
CC(C)(C)S(=O)N1Cc2cc(C(=O)NCc3ccc(Oc4ccccc4)cc3)nc(-c3cccc(-c4cc5ccccc5o4)c3)c2[C@@H]1CCO (some centres not stated)
→ .	.	?	.	?	?	-6	23µM*	?
Cc1cccc(C(C)C)c1NC(=O)C1CCN(S(=O)(=O)c2ccccc2)CC1
→ 1%	14%	-26%	i	?	-14%	-15	?	-17%
Cc1ccc(Nc2cc(Cl)nc(N)n2)c([N+](=O)[O-])c1
→ 1%	12%	0%	i	-26%	16%	12	-1%	-9%
CCOC(=O)C1=C(c2ccccc2)OC(N)=C(C#N)C1c1ccncc1 (configuration not stated)
→ ?	8%	-3%	i	17%	-14%	-15	-6%	0%
O=C(Nc1cccc(Cl)c1)N1CCCCCC1
→ 0%	?	3%	i	2%	20%	-1	4%	7%
CCCC(c1nnnn1Cc1cccs1)N1CCN(C2CCCC2)CC1 (configuration not stated)
→ 5%	8%	3%	i	-13%	-10%	-19	8%	-11%
COc1ccc(CN2CCC(C(=O)c3ccc(Cl)cc3)CC2)cc1
→ 7%	14%	-3%	?	-4%	.	-27	2%	-10%
CCOC(=O)C1CCN(C(=O)CCn2c(=O)oc3ccccc32)CC1
→ .	.	13%	i	-1%	.	26	7%	24%
CC(C)(C)c1cc(CN2CCN(CCC#N)CC2)cc(C(C)(C)C)c1O
→ -6%	-4%	16%	i	8%	3%	-3	13%	-2%
Cc1cc(NS(=O)(=O)c2cccs2)no1
→ -1%	0%	-1%	i	5%	5%	-29	-8%	6%
CCN(CC)S(=O)(=O)c1ccc(-c2nnc3sc4cccc(C)c4n23)cc1
→ 0%	3%	-5%	i	-3%	-21%	11	-14%	-24%
CCOc1c(OC)cc(C2C(C#N)=C(N)Oc3n[nH]c(-c4ccncc4)c32)cc1OC (configuration not stated)
→ 3%	10%	17%	?	19%	4%	26	18%	21%
CCc1ccc(OCC(=O)NC(=S)Nc2ccc(C(=O)O)cc2)cc1
→ -13%	-1%	8%	i	21%	6%	-16	11%	7%
CCn1cc(CNC(=O)c2cc(-c3ccc(C)c(C)c3)nc3ccccc23)c(C)n1
→ .	.	.	i	?	4%	.	.	-5%
COc1cccc(/C=C/c2ccc3cccc(O)c3n2)c1OC
→ ?	-14%	?	.	-2%	.	35	-20%	-20%
CC1C=CCC2C(=O)N(c3cccc(C(=O)Nc4ccc(Br)cc4)c3)C(=O)C12 (configuration not stated)
→ -4%	?	?	i	?	0%	?	-21%	0%
Cc1cc(=O)[nH]c2n[nH]c(-c3ccccc3)c12
→ -1%	-6%	-2%	?	10%	18%	16	5%	10%
COc1ccccc1C1C(C(N)=O)=C(C)Nc2ncnn21 (configuration not stated)
→ -2%	7%	-7%	i	6%	0%	-26	-6%	1%
COCCOC(=O)C1=C(C)NC(C)=C(C(=O)OCCOC)C1/C=C/c1ccccc1OC
→ 4%	0%	-24%	i	-13%	3%	-6	-8%	-3%
